HADH2 inh: HADH2 (human) dehydrogenase inhibition. Q99714. recombinant HADH2, NADH fluorescence, beta-hydroxybutyryl-CoA. Potency, µM (top dose mostly 57.1 µM), for the others: at the top dose activity change, negative = inhibition, actives largely listed as inhibitors. 3.4% of 73,000 active; further: potency means the concentration at half of the fitted maximal effect; on the % scale 0 is the no-effect control and ±100 the full control effect; nearly all actives have a fitted effect of over 60% in size; many of its hits are not listed in these tables
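NADH fluorescence (ex 360/em 450 nm) read every 30 s for 4 min; activity taken as last-minus-first time point difference. Enzyme 20 nM, NAD+ 1 mM, beta-hydroxybutyryl-CoA 90 uM, pH 9.0 Tris buffer.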
ALOX15 inhib: inhibitors of human 15-lipoxygenase (ALOX15); P16050; purified 15hLO-1, xylenol orange hydroperoxide absorbance; Potency, µM (titrated, usually from 57.1 µM), for inactives: at the highest dose activity change, negative = inhibition, usual class: inhibitors; 1.4% of 74,000 active; AID 887; further: potency means the concentration at half of the fitted maximal effect; on the % scale 0 is the no-effect control and ±100 the full control effect; nearly all actives have a fitted effect of over 55% in size
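Inhibition is scored from a chromogenic endpoint. After 15 min enzyme-compound contact, arachidonic acid (50 uM final) reacts 6 min with 40 nM 15hLO-1 at room temperature, then Fe-XO reagent is added for 30 min and absorbance ratio recorded.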
USP2a inh: USP2a (human) protease inhibition; O75604; USP2a enzymatic assay, qHTS inhibition; Potency, µM (highest dose often 38.3 µM), inactives show at the top dose activity change, negative = inhibition, actives largely listed as inhibitors; 0.1% of 60,000 active;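 further: potency means the concentration at half of the fitted maximal effect; nearly all actives have a fitted effect of over 60% in size; plate controls were DMSO for no effect and NEM full inhibition control for full effect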
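USP2 core (20 nM final) was preincubated with compound for 30 min at RT in 20 mM Tris-HCl pH 8.0, 2 mM CaCl2, 2 mM beta-mercaptoethanol; Ub-PLA2 (20 nM) plus NBD C6-HPC (20 uM) then added, fluorescence read after 2.5 h.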
Caspase-1 inhib: blocks human caspase-1 allosterically or competitively; 0.03% of 75,000 active; Potency, µM (highest dose often 57.5 µM), for the others: at the highest dose activity change, negative = inhibition, usual class: inhibitors; Caspase-1 enzyme, Ac-WEHD-AFC fluorogenic rate; P29466; AID 900;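 further: potency means the concentration at half of the fitted maximal effect; plate controls were vehicle for no effect and no substrate for full effect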
BRCT inh red: disrupts BRCA1 BRCT binding to phosphoprotein, red fluorophore readout | P38398 | BRCT-phosphopeptide binding, red fluorescence polarization | Potency, µM (doses to about 76.9 µM), without a hit: top-dose activity change, negative = inhibition, actives largely listed as inhibitors | 0.03% of 75,000 active | AID 892; further: on the % scale 0 is the no-effect control and ±100 the full control effect
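Rhodamine-labelled pBACH1 10-mer (100 nM) bound to BRCT domain (100 nM) at pH 7.3; compounds incubated 12 min room temperature, polarization read. Free peptide defines full inhibition; unlabelled decapeptide titrated as control.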
Caspase-7 inhib: blocks human caspase-7 allosterically or competitively; P55210; recombinant caspase-7, Ac-DEVD-AFC fluorescence rate; Potency, µM (series often up to 57.5 µM), inactives show at the highest dose activity change, negative = inhibition, most hits filed as inhibitors; 0.02% of 75,000 active; active means well fitted inhibition curve with a large enough effect in the main read-out, with a control signal flat, not every such curve was filed as active; inconclusive means small, poorly fitted or top-dose-only effect, or a change in a side signal; further: potency means the concentration at half of the fitted maximal effect; % of control where 0% means no effect
HEK293 cAMP cs: parental HEK293 cAMP activation (counter-screen). AID 938. Potency, µM (series often up to 57.1 µM), without a hit: at the highest dose activation, hits mostly activators. 2.5% of 73,000 active. parental HEK293 CNG cAMP sensor, membrane potential fluorescence; further: potency means the concentration at half of the fitted maximal effect; % of control where 0% means no effect; nearly all actives have a fitted effect of over 55% in size
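Parental HEK 293 cells stably expressing a cAMP-gated CNG channel were loaded with membrane potential dye containing 100 uM RO 20-1724 for 60 min. Compound added for 30 min; depolarization read as fluorescence intensity at 590 nm.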
DNA Pol III inh: blocks replication by bacterial DNA polymerase III holoenzyme. reconstituted DNA polymerase III holoenzyme replication, biochemical. Potency, µM (titrated, usually from 57.1 µM), for inactives: at the top dose activity change, negative = inhibition. 0.25% of 71,000 active. AID 603; further: potency means the concentration at half of the fitted maximal effect; on the % scale 0 is the no-effect control and ±100 the full control effect
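Reconstituted *E. coli* holoenzyme (0.35 nM Pol III, 1 nM beta, 154 nM SSB, 2 nM primase) was preincubated with compound for 15 min at RT. Synthesis on 1.4 nM ssM13Gori ran 35 min, then was stopped with PicoGreen/EDTA and read as dsDNA fluorescence.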
BRCT inh green: blocks human BRCA1 BRCT binding to phosphopeptide, green readout | P38398 | BRCA1 BRCT-phosphopeptide binding, green fluorescence polarization | Potency, µM (highest dose often 76.9 µM), inactives show at the top dose activity change, negative = inhibition, hits mostly inhibitors | 0.05% of 75,000 active;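 further: potency means the concentration at half of the fitted maximal effect; plate controls were peptide without protein for full effect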
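Compounds were incubated for 12 min at room temperature with a complex of 100 nM fluorescein-tagged pBACH1 decapeptide and 250 nM His-tagged BRCT protein. Buffer was phosphate pH 7.3 with EDTA, DTT and Tween 20. Disruption of binding lowers the polarization signal.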
Rhodamine autofl: rhodamine region autofluorescence. Rhodamine-region fluorescence, 547/598 nm, Tris buffer; stronger effect = higher value. max dye-equivalent concentration, M. 0.05% of 59,000 active. AID 594; in the data active means max dye-equivalent concentration above about 11 nM; inconclusive means between about 1.1 nM and that limit
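A six-point rhodamine series on each plate calibrates the signal. Compounds sit in 100 mM Tris (pH 8.0) for 15 min at ambient temperature before imaging through 547 nm/598 nm filters.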
Tau fil binding: binds recombinant human tau filaments | Potency, µM (titrated, usually from 57.1 µM), without a hit: at the highest dose activity change, negative = inhibition | recombinant tau filaments, thioflavin S fluorescence, 15 h; filaments grown with octadecylsulfate alongside compound | P10636 | AID 596 | 2% of 71,000 active;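 further: potency means the concentration at half of the fitted maximal effect; on the % scale 0 is the no-effect control and ±100 the full control effect; actives lower thioflavin S fluorescence by blocking filaments or displacing dye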
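His-tagged recombinant human tau (exons 2, 3, 10; 1 uM final) fibrillized with 30 uM sodium octadecylsulfate, 15 h at 37 C, in pH 7.4 HEPES buffer with 10 uM thioflavine S and 5 mM DTT. Reduced ThS fluorescence (450/510 nm) marks activity.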
Starred values were filed as active, the others as inactive; i = inactive; ? = inconclusive; / = not tested or not shown; [ ] = dose if it differs, or a comment. Unless noted, the call rests on the fitted dose curve; in most records, active means well fitted curve in the direction sought with a large enough effect; inconclusive means small, poorly fitted or top-dose-only effect, or another doubt; inactive means no such curve, though single readings can be large; an effect the other way counts as inactive or inconclusive. This is a subset; rates above refer to the full screens.

SMILES	HADH2 inh	ALOX15 inhib	USP2a inh	Caspase-1 inhib	BRCT inh red	Caspase-7 inhib	HEK293 cAMP cs	DNA Pol III inh	BRCT inh green	Rhodamine autofl	Tau fil binding
CC1(C)CC(=O)C2=C(C1)N(CC1CCCO1)C(=O)NC2(C(F)(F)F)C(F)(F)F (stereo not drawn)	1.6%	1.4%	6.9%	-0.6%	1.4%	1.8%	51.5%	-0.1%	-4.6%	i	-4.5%
Cc1onc(-c2c(Cl)cccc2Cl)c1C(=O)Nc1ccc2c(c1)OCCO2	-7.2%	-8.1%	9.1%	-1.2%	1.1%	-1.9%	-23.6%	-0.5%	2.7%	/	-9.3%
CCn1c(COc2ccccc2)nnc1SCc1ccc(C#N)cc1	2.9%	3.7%	4.3%	2.6%	0.4%	0.2%	?	-9.5%	-0.9%	i	-6.7%
Cc1cc(NC(=O)c2ccc3c(c2)OCCO3)no1	4.1%	1.2%	-0.8%	0.1%	0.0%	-0.1%	2.9%	-4.7%	0.6%	i	-16.3%
CC(C)Nc1ccccc1	-0.5%	1.2%	/	0.0%	-1.7%	0.7%	17.3%	5.6%	-0.4%	/	-11.9%
COc1ccc(-c2nc(C#N)c(N3CCOCC3)o2)cc1OC	31.6µM*	-12.0%	1.4%	-0.5%	2.2%	0.7%	7.9%	-8.1%	-2.0%	i	-0.4%
C=CCN1C(=O)C2C(C(=O)NCc3ccccc3)C3C=CC2(O3)C1C(=O)NC(C)(C)C (stereo not drawn)	6.4%	5.1%	6.2%	3.1%	-0.6%	0.2%	-2.1%	-3.7%	-2.5%	i	7.2%
Nc1nc(SCC(=O)N2CCc3ccccc3C2)[nH]c(=O)c1-c1ccccc1	3.1%	5.6%	6.4%	-0.7%	0.4%	-0.5%	10.3%	-0.7%	-1.6%	i	2.4%
COC(=O)c1ccc(CSc2nc3c(cnn3-c3ccc(F)cc3)c(=O)[nH]2)o1	?	-14.9%	33.3%[activator]	-4.6%	0.3%	-5.5%	-10.0%	0.9%	3.6%	i	164.9%
COCCNc1nc(C)nc2c1nc(-c1ccccc1)n2C1CCN(Cc2ccccc2)C1 (stereo not drawn)	-17.2%	4.7%	/	3.0%	0.5%	0.5%	?	-2.4%	0.8%	/	12.0%
O=C(Nc1nc(-c2ccc(Cl)s2)cs1)c1cccs1	12.6µM*	25.1µM*	21.9%	-2.1%	-0.2%	-3.8%	25.1µM*	-2.4%	10.9%	i	-25.4%
Cc1ccccc1NC(=O)Cc1nnc(SCC(=O)N2CCN(c3ccccc3)CC2)n1C	13.5%	-19.3%	41.9%[activator]	3.9%	-1.0%	-2.9%	2.0%	-0.4%	4.4%	i	-11.2%
CCN(CC)C(=O)CSc1nnc(-c2ccccn2)n1-c1ccc(C)c(C)c1	5.7%	28.8%	5.6%	2.1%	0.1%	1.5%	-2.3%	-10.4%	0.0%	i	-9.3%
CC(=O)NC(Cc1ccccc1)C(=O)NC1CCN(C(=O)NC2CCCCC2)CC1 (stereo not drawn)	14.2%	16.8%	-2.9%	0.0%	-0.2%	-1.8%	15.0%	0.3%	0.0%	i	-23.7%
Cc1cc(Oc2ccccc2)nc(-c2ccccc2O)n1	-8.2%	-10.5%	-8.9%	-2.7%	-0.4%	-1.1%	?	5.6%	-1.4%	i	4.5%
COC(=O)c1cc(=O)nc2sc3ccccc3n12	-13.4%	-9.4%	-0.2%	0.4%	-0.7%	-0.8%	-4.8%	-4.7%	-5.3%	i	-15.4%
Nc1nc2ccccc2n1C(=O)CCc1ccccc1	8.1%	-1.6%	-1.3%	1.3%	0.7%	1.0%	17.0%	-1.4%	1.3%	i	81.4%
CC(Sc1nc2ccccc2s1)C(=O)N1CCOCC1 (stereo not drawn)	-30.0%	13.6%	-6.5%	1.7%	-0.5%	0.5%	8.3%	-6.0%	-2.2%	i	-2.0%
Cc1ccc(OCC(=O)Nc2ccc(N(C)C)cc2)cc1	4.4%	-6.0%	4.1%	-0.4%	-0.5%	0.4%	11.3%	-2.5%	-5.0%	i	-1.6%
O=C1c2cccc3c(N4CCCCC4)ccc(c23)C(=O)N1c1ccccn1	-0.6%	-8.7%	6.4%	?	0.7%	-16.0%	?	10.5%	2.4%	i	207.8%
COC(=O)[C@H]1[C@H]2C[C@@H]3c4[nH]c5cc(OC)ccc5c4CCN3C[C@H]2C[C@@H](OC(=O)c2cc(OC)c(OC)c(OC)c2)[C@@H]1OC	-8.5%	?	16.9%	?	2.4%	?	-59.1%[inhibitor]	-2.9%	9.8%	/	51.9%
CCCCCn1c(Sc2ncccn2)nc2c1c(=O)[nH]c(=O)n2C	15.8%	-0.3%	-2.7%	0.5%	-1.3%	1.2%	-0.7%	-3.1%	-1.3%	i	-2.5%
O=C(Cn1nnc2ccccc21)C1CC1	0.4%	2.1%	1.4%	0.1%	0.8%	-0.5%	-3.9%	-3.8%	-1.0%	i	1.3%
Cn1c(CCN2CCCCC2)nc2cc(NS(=O)(=O)c3ccc(Cl)cc3)ccc21	15.3%	-0.1%	22.1%	1.0%	0.0%	1.5%	13.1%	-0.3%	-1.1%	i	11.0%
CCCCCOC(=O)c1[nH]c2c(c1C)C(=O)C(C(=O)OC)C(C)C2 (stereo not drawn)	7.5%	-9.0%	21.9%	-1.2%	-3.1%	-1.6%	?	-0.4%	-0.2%	i	1.9%
O=C(O)C(Oc1ccc2c3c(c(=O)oc2c1)CCC3)c1ccccc1 (stereo not drawn)	-24.1%	5.6%	-3.8%	0.0%	-1.4%	0.1%	-0.4%	1.5%	4.1%	i	3.6%
O=C(Nc1ccccc1-c1ccccc1)NC1CCN(CC(=O)N2CCOCC2)CC1	4.5%	21.8%	3.2%	0.4%	-0.9%	1.0%	-0.6%	7.7%	-1.1%	i	-4.7%
COc1ccc(OC)c(C2C=C(c3ccc(C)c(C)c3)Nc3nnnn32)c1 (stereo not drawn)	3.8%	-11.2%	12.8%	-8.0%	0.2%	-5.5%	23.5%	0.9%	-0.2%	i	13.6%
CCCn1c(-c2ccc(F)cc2)nc2c(N3CCC(N(C)C)C3)nc(C)nc21 (stereo not drawn)	-29.8%	4.6%	/	0.2%	-0.7%	0.0%	?	-1.5%	0.3%	/	18.1%
O=C(NC1(C(F)(F)F)N=C2SCCN2C1=O)c1ccco1 (stereo not drawn)	8.1%	4.6%	-3.8%	1.6%	0.0%	0.1%	4.4%	0.8%	-0.2%	i	-5.7%
Cc1ccc(-n2nc3c(c2NC(=O)C(C)(C)C)CSC3)c(C)c1	3.5%	-12.1%	8.4%	-3.3%	0.3%	-2.0%	?	-8.2%	0.6%	i	6.3%
O=C1CCN=C(Nc2ccc(F)cc2)N1Cc1ccccc1	0.8%	-1.3%	6.0%	1.2%	1.0%	1.6%	13.9%	4.3%	-1.8%	i	-23.4%
Nc1c(C(=O)c2ccc(F)cc2)oc2ccccc12	-0.4%	-17.2%	-3.6%	-3.6%	-0.7%	-2.6%	-6.7%	0.9%	-2.0%	i	?
Cc1cccc2cc(C(c3nnnn3Cc3ccccc3)N3CCN(c4ccccc4)CC3)c(=O)[nH]c12 (stereo not drawn)	10.7%	-4.9%	/	-5.1%	-0.1%	-1.3%	5.2%	-4.7%	-0.7%	i	-7.4%
CC(=O)OCC[N+](C)(C)C	/	-1.4%	-18.1%	-1.8%	1.5%	0.5%	/	/	-1.7%[3.08 µM]	i	/
O=C(CCn1cccc1)Nc1cc(F)ccc1F	4.3%	-0.4%	/	-3.1%	-1.2%	-1.8%	-2.6%	/	-1.5%	/	/
CC(C)Cc1nc2oc3c(N4CCN(CCO)CC4)ncnc3c2c2c1CCCC2	?	-1.5%	33.2%[activator]	-3.6%	-0.7%	-1.8%	15.8µM*	1.1%	4.8%	i	52.4%
COc1cc(-c2cc(C(=O)O)c3c(OC)c(OC)c(OC)cc3n2)ccc1O	-12.8%	?	3.9%	-1.3%	-2.5%	0.0%	7.5%	-4.2%	0.3%	i	-0.6%
COC(=O)NC(CC(C)=O)c1cccc(C)c1 (stereo not drawn)	-7.5%[11.4 µM]	-0.7%[11.4 µM]	/	-3.8%[11.5 µM]	0.1%[15.4 µM]	-1.3%[11.5 µM]	5.0%[11.4 µM]	/	-0.4%[15.4 µM]	/	/
C=CCSc1nnc(-c2ccccc2NC(C)=O)c(=O)[nH]1	-8.1%	9.4%	3.0%	-0.9%	0.5%	0.8%	0.5%	-3.0%	-0.9%	i	-2.0%
Cc1ccc(C)c(S(=O)(=O)c2c(N)n(/N=C/c3ccco3)c3nc4ccccc4nc23)c1	?	-22.2%	30.6%[activator]	?	2.9%	-22.2%	6.6%	-3.4%	6.2%	i	?

High-throughput results: PubChem, National Center for Advancing Translational Sciences (NCATS)
